Source: PubChem BioAssay
RAD52 inh: blocks human RAD52 DNA annealing | P43351 | recombinant RAD52 DNA annealing, FRET fluorescence | inhibition, % at 18.7 µM | 360,000 tested, 0.46% active;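 active = every replicate showing at least 50% inhibition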
ARNT TACC3 PPI: disruptors of human ARNT/TACC3 interaction; Q9Y6A5; AlphaScreen His-ARNT PAS-B/GST-TACC3 binding, luminescence; TACC3 fragment carries E629A point mutation; inhibition, % at 9.99 µM; 390,000 tested, 0.66% active;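 active = mean inhibition of replicates at least 50% and at least half of replicates each reaching 50%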;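 also: 0% = complete ARNT plus TACC3 wells and 100% = ARNT alone without TACC3; many hits fall short of the cut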
esBAF inh: blocks esBAF chromatin remodeling in mouse ES cells. Bmi1-luciferase knock-in reporter, 24 h; 100% = twice the neutral-well signal. reporter increase, % at 12.5 µM. 350,000 tested, 2% active. AID 602393; in the data active = activation above about 40%;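 also: 0% = median of the plate's neutral control wells and 100% = double that signal; a rise in the Bmi1 reporter signal indicates esBAF inhibition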
ERp5 inh: ERp5 (human) disulfide isomerase inhibition; 350,000 tested, 0.05% active; inhibition, % at 9.99 µM; AID 651711; Q15084; ERp5 insulin aggregation, absorbance 650 nm, 90 min;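 active = mean replicate inhibition above about 25%, with every replicate also reaching it, limit read from the data, passing the limit was not always enough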
Target sequence (Q15084 whole entry, looked up): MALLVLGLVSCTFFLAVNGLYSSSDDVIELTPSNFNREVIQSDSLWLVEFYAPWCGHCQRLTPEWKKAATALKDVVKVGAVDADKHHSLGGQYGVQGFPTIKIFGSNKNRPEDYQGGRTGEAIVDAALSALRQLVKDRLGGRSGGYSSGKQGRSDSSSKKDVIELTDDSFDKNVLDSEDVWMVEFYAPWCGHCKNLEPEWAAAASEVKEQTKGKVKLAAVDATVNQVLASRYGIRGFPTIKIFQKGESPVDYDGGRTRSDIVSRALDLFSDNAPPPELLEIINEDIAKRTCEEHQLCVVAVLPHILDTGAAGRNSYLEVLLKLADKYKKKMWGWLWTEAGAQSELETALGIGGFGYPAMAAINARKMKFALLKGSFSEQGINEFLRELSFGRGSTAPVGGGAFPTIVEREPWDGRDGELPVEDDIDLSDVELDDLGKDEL
E-sel inducer: induces E-selectin expression in human endothelial cells. P16581. HUVEC E-selectin immunofluorescence imaging; normalized: neutral wells 0, TNF-alpha wells 100. activation, % at 7.58 µM. 260,000 tested, 0.37% active;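 active = mean E-selectin-positive cell signal at least 10% of the positive control, reached in at least 60% of replicates, without over 20% cell loss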;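 also: in these data hits start at about 27%; measured in HUVEC primary endothelial cells; signal is the percent of cells scored E-selectin positive by PE staining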
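System: HUVEC, human umbilical vein endothelial cells; quantity: 3,000 cells/well; buffer or medium: EGM-2 medium, gelatin-coated wells; dosing: single-point compound dose; detection: immunofluorescence imaging; evaluation: % PE-positive cells; benchmarks: TNF-alpha, DMSO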
PglD inh: blocks C. jejuni PglD acetyltransferase activity | purified PglD enzyme, DTNB colorimetric CoA detection | inhibition, % at 12.5 µM | 360,000 tested, 0.098% active; in the data active = inhibition above about 16%, passing the limit was not always enough; also: strong numbers were not always called active
CASP6 VEID inh: caspase-6 (human) enzyme inhibition; 350,000 tested, 0.53% active; inhibition, % at 12.5 µM; P55212; purified caspase-6, Z-VEID-R110 cleavage fluorescence;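 active = mean inhibition across replicates at least about 35%, with every replicate also reaching that limit, limit read from the data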;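 also: 0% = median of neutral control wells and 100% = no fluorescence left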
Target sequence (P55212 24-179 limits assumed): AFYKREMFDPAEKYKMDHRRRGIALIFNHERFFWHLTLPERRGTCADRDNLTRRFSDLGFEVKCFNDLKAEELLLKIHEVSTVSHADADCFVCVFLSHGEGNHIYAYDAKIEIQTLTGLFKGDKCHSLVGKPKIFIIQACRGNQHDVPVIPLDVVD
Target sequence (P55212 194-293 limits assumed): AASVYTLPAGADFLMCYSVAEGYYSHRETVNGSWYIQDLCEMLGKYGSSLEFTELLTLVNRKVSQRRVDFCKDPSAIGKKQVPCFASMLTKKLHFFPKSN
RAD54 branch: blocks human RAD54 Holliday junction branch migration. inhibition, % at 10.4 µM. 360,000 tested, 0.14% active. FAM/BHQ fluorescence. AID 602329;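 active = mean normalized replicate activity at least 40 and at least half of replicates scoring 40 or more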;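 also: 0% = median of neutral control wells and 100% = median of positive control wells; inhibitors cause a drop in the FAM fluorescence signal; in these data hits start at about 50%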
* marks the source's active call; other numbers are inactive results; · = not tested or not shown.

SMILES | RAD52 inh | ARNT TACC3 PPI | esBAF inh | ERp5 inh | E-sel inducer | PglD inh | CASP6 VEID inh | RAD54 branch
COc1cccc(-c2nc(SC)nc3sc(C(=O)NC(C)(C)C)c(N)c23)c1 | · | 7 | 13 | · | 0.0 | · | · | -9
Cn1c(=O)c2c(-c3ccccc3)n(-c3ccccc3S)cc2n(C)c1=O | -10 | · | -10 | -2 | -0.1 | 8 | -1 | 8
COCCNC(=O)C[C@@H]1CC[C@@H]2[C@H](COc3ccc(NC(=O)COC)cc3C(=O)N2C)O1 | · | -2 | 2 | 4 | 0.1 | 0 | 0 | -9
COc1ccccc1N1CCN(Cc2ccsc2)CC1 | · | 31 | -5 | · | · | -7 | · | 0
C[C@H]1CN([C@@H](C)CO)C(=O)c2cc(C3=CCCCC3)cnc2O[C@H]1CN(C)C(=O)c1cccnc1 | 2 | 1 | -5 | 5 | -0.3 | 4 | -1 | 1
COc1ccc(SC[C@H](Cc2ccccc2)N2CCN(CCc3ccccc3)CCC2=O)cc1 | 35 | 4 | 16 | -4 | -0.2 | -1 | 0 | 0
CO[C@@H]1CN(C)C(=O)c2ccc(NS(C)(=O)=O)cc2OC[C@H](C)N(C)C[C@@H]1C | 16 | 11 | -3 | 3 | 0.0 | 3 | -3 | -1
CC(=O)Nc1ccc2c(c1)C(=O)N(C)[C@H]1CC[C@H](CC(=O)Nc3c(F)cccc3F)O[C@@H]1CO2 | 14 | · | · | 2 | 0.0 | · | -1 | ·
CCN(CC)C(=O)N1CCN(S(=O)(=O)c2c(C)cc(C)cc2C)CC1 | -9 | · | -5 | 5 | -1.8 | 1 | 2 | 0
CC(C)c1ccccc1NC1=CC(=O)CC(C)(C)C1 | 8 | -3 | 10 | 0 | -0.2 | 2 | -3 | 1
CCOCC(=O)Nc1nnc(Cc2ccc(OC)c(OC)c2)s1 | · | -3 | -10 | · | · | -2 | · | 3
C[C@@H]1CCCCO[C@H](CN(C)Cc2ccc3c(c2)OCO3)[C@@H](C)CN([C@H](C)CO)C(=O)c2cc(NC(=O)Cc3ccccc3)ccc2O1 | · | -1 | -1 | · | 0.0 | -2 | · | 6
O=C(c1ccccc1)c1cn[nH]c1-c1ccccc1O | · | 3 | 8 | · | · | 0 | · | -6
COCCNC(=O)c1ccccc1NC(=O)C1COc2ccccc2O1 (stereo unspecified) | · | -2 | -2 | · | · | 0 | · | 4
CCN(CC)CCNC(=O)c1ccc2c(c1NCCO)C(=O)c1ccccc1C2=O | 87* | · | · | 1 | · | 2 | 36* | 122*
CN(CC(=O)Nc1ccccc1Br)C(=O)c1ccc(COc2ccccc2)cc1 | -9 | -6 | 5 | 6 | 0.1 | 0 | 0 | 10
Nn1c(SCc2ccccc2)nnc1C1CCCCC1 | -15 | 3 | · | -1 | · | 5 | 0 | -2
Cc1cc(C)c(S(=O)(=O)Nc2ncn[nH]2)cc1C | -16 | -3 | -5 | 3 | 0.1 | 3 | 3 | -5
COc1ccc(CC(=O)OCC(=O)Nc2ccc(Cl)cc2C)cc1 | -2 | -10 | -6 | 2 | -0.3 | -1 | -1 | -2
CC(C)NCC(O)COc1ccc(CC(N)=O)cc1 (stereo unspecified) | -11 | -6 | 1 | 1 | -0.1 | -8 | -2 | -3
N#C[C@@H]1[C@H](c2ccccc2C2=CCCC2)[C@@H](CO)N1C(=O)C1CCCC1 | -11 | · | · | 2 | -0.1 | · | -1 | ·
CC1=CC(C)(C)N(C(=O)CCl)c2cc(C)ccc21 | -1 | -6 | 3 | 1 | · | 0 | 1 | 12
O=C(COCc1cc(-c2ccc3c(c2)OCO3)on1)N1CCN(c2ccc(F)cc2)CC1 | 1 | 3 | -4 | 0 | -0.6 | 3 | 6 | -1
Cc1noc(C)c1NC(=O)Nc1cccc2c1O[C@H](CN(C)Cc1ccc(Cl)c(Cl)c1)[C@H](C)CN([C@@H](C)CO)C2=O | 14 | 8 | 1 | 0 | 1.9 | -4 | -3 | 1
CC(=O)Nc1ccc2nc(NC(=O)CCc3ccccc3)sc2c1 | -8 | 0 | 12 | 2 | -1.3 | · | -4 | ·
C/C(CC(=O)Nc1cccc(Br)c1)=N\NC(=O)c1ccc(O)cc1O | 3 | 6 | 23 | -2 | -0.1 | 4 | 30 | -4
CC=Cc1ccc2n(c1=O)C[C@H]1[C@H](CO)[C@@H](C(=O)Nc3ccc(-c4ccccc4)cc3)N(CC)[C@@H]21 (mixture of isomers) | -45 | 3 | 46* | -5 | 0.1 | -2 | -5 | -4
CCO/C=N/Nc1nc(C(F)(F)F)nc2c1cnn2Cc1ccccc1 | 5 | 0 | -18 | 1 | 0.0 | 3 | -3 | -8
CCn1c(SCc2nc3ccccc3c(=O)[nH]2)nnc1-c1cccnc1 | · | 5 | -7 | · | · | -2 | · | -7
CCOc1cc(CNC2CCCC2)cc(Cl)c1OCc1ccc(F)cc1 | · | 1 | -11 | · | · | 3 | · | 12
Cc1cc(N=Cc2cc(Cl)ccc2O)no1 | 0 | -1 | 2 | 4 | · | -4 | 1 | 7
COc1ccc([C@@H]2[C@@H]3C(=O)N(C(C)(C)C)C(=O)[C@@H]3[C@]3(Cc4ccccc4)C(=O)N(c4cccc(C)c4)C(=O)N23)cc1 | -5 | -4 | 11 | -4 | -0.1 | 4 | 0 | -7
CCCCNC(=O)c1cc2c(=O)n3cccc(C)c3nc2n(Cc2ccncc2)c1=N | · | 4 | -3 | · | · | -2 | · | 5
Nc1cc(C(=O)OCC(=O)NNC(=O)c2ccccc2)ccc1Cl | 5 | 1 | 0 | 2 | · | 2 | 2 | -11
CCN1C(=O)C(c2ccc(O)cc2)(c2ccc(O)cc2)c2ccccc21 | 11 | -5 | 2 | -5 | -2.0 | · | 1 | ·
O=C(NCc1ccco1)c1cccc(NS(=O)(=O)c2ccccc2F)c1 | -11 | -4 | -4 | -5 | 16 | -7 | 0 | -2
CSc1ccc(CN2CCC(n3nccc3NC(=O)CCCc3ccccc3)CC2)cc1 | -13 | 2 | 2 | -1 | 1.6 | 3 | 1 | 3
O=C(Cc1cc(=O)[nH][nH]1)N/N=C/c1c(F)cccc1Cl | -3 | -7 | · | 4 | 0.2 | · | 6 | ·
O=C(NCc1cc(F)cc(F)c1)[C@H]1[C@H](CO)[C@H]2Cn3c(cccc3=O)[C@@H]1N2C(=O)c1ccccn1 | -4 | · | · | 11 | 0.5 | · | 2 | ·
CCOC(=O)C1(CC)NC(c2ccc(OC)c(OC)c2)C2C(=O)N(c3cccc(C(C)=O)c3)C(=O)C21 (stereo unspecified) | -1 | -2 | 2 | 5 | 0.0 | 6 | -2 | -2

Reprinted at random: 3 compounds from above
SMILES | RAD52 inh | ARNT TACC3 PPI | esBAF inh | ERp5 inh | E-sel inducer | PglD inh | CASP6 VEID inh | RAD54 branch
Nc1cc(C(=O)OCC(=O)NNC(=O)c2ccccc2)ccc1Cl | 5 | 1 | 0 | 2 | · | 2 | 2 | -11
CCOC(=O)C1(CC)NC(c2ccc(OC)c(OC)c2)C2C(=O)N(c3cccc(C(C)=O)c3)C(=O)C21 (stereo unspecified) | -1 | -2 | 2 | 5 | 0.0 | 6 | -2 | -2
CSc1ccc(CN2CCC(n3nccc3NC(=O)CCCc3ccccc3)CC2)cc1 | -13 | 2 | 2 | -1 | 1.6 | 3 | 1 | 3

Additional entries follow:
SMILES | RAD52 inh | ARNT TACC3 PPI | esBAF inh | ERp5 inh | E-sel inducer | PglD inh | CASP6 VEID inh | RAD54 branch
O=C(Cn1c(=O)oc2ccccc21)Nc1nc(-c2ccc(Br)cc2)cs1 | -12 | -8 | · | -9 | · | -1 | 2 | 5
Cc1ccc(NC(=O)c2c(C)nc(Nc3nc4ccccc4o3)nc2C)cc1 | · | -5 | -1 | · | · | 1 | · | -9
COc1ccccc1NC(=O)N(CCCN1CCOCC1)Cc1cc2cc3c(cc2[nH]c1=O)OCO3 | · | -11 | 3 | · | · | -5 | · | 10
O=C1Nc2ccccc2N=C(c2ccccc2)c2ccccc21 | -20 | · | · | 1 | -0.1 | 8 | 3 | -1
COc1ccccc1CNC(=O)c1c(N)n(CCCN2CCOCC2)c2nc3ccccc3nc12 | · | -26 | -1 | · | · | -9 | · | -5
S=c1[nH]nc(Nc2cccc3ccccc23)s1 | -9 | -2 | · | -2 | 0.0 | 2 | 3 | 4
CC(NCc1cccc(OCc2ccccc2)c1)C(O)c1ccccc1 (stereo unspecified) | 24 | -8 | · | 7 | -0.5 | · | -2 | ·
CCOC(=O)C1CCN(C(=O)C2(NC(=O)Nc3ccc(F)cc3F)CCCCC2)CC1 | -6 | -3 | · | 1 | · | 0 | 4 | 5
O=C(NCc1ccccc1)C(c1cccnc1)N(C(=O)c1csnn1)c1ccc(F)cc1 (stereo unspecified) | -1 | -1 | -6 | -1 | · | 2 | 1 | -8
Cc1cc(OCC(=O)Nc2ccc3oc(-c4ccncc4)nc3c2)ccc1Cl | · | -4 | 11 | · | · | 5 | · | 0

By substructure, those above containing an NH in an aromatic ring.
SMILES | RAD52 inh | ARNT TACC3 PPI | esBAF inh | ERp5 inh | E-sel inducer | PglD inh | CASP6 VEID inh | RAD54 branch
O=C(c1ccccc1)c1cn[nH]c1-c1ccccc1O | · | 3 | 8 | · | · | 0 | · | -6
Cc1cc(C)c(S(=O)(=O)Nc2ncn[nH]2)cc1C | -16 | -3 | -5 | 3 | 0.1 | 3 | 3 | -5
CCn1c(SCc2nc3ccccc3c(=O)[nH]2)nnc1-c1cccnc1 | · | 5 | -7 | · | · | -2 | · | -7
O=C(Cc1cc(=O)[nH][nH]1)N/N=C/c1c(F)cccc1Cl | -3 | -7 | · | 4 | 0.2 | · | 6 | ·
COc1ccccc1NC(=O)N(CCCN1CCOCC1)Cc1cc2cc3c(cc2[nH]c1=O)OCO3 | · | -11 | 3 | · | · | -5 | · | 10
S=c1[nH]nc(Nc2cccc3ccccc23)s1 | -9 | -2 | · | -2 | 0.0 | 2 | 3 | 4

Further compounds follow:
SMILES | RAD52 inh | ARNT TACC3 PPI | esBAF inh | ERp5 inh | E-sel inducer | PglD inh | CASP6 VEID inh | RAD54 branch
O=S(=O)(NNc1ncc(C(F)(F)F)cc1Cl)c1ccccc1 | -2 | · | 1 | -8 | -0.3 | 0 | -3 | 6
Cc1ccc(-n2cc(CN(C)Cc3nccn3C)c(-c3ccc(F)cc3)n2)cc1 | 1 | 0 | -1 | 0 | · | 1 | -7 | 6
CC(C)OC(=O)CSc1nnc(CNc2nc(-c3ccccc3)cs2)n1C | · | 3 | -2 | · | · | -6 | · | -3
COc1cc(-c2ccc3sc(-c4ccsc4)c(C#CCO)c3c2)cc(OC)c1OC | -18 | 5 | -9 | 3 | 0.1 | -2 | 0 | 6
CC=Cc1ccc2n(c1=O)C[C@@H]1[C@@H](CO)[C@H](C(=O)NCCc3cn(C)cn3)[C@H]2N1C(=O)CC1CC1 (mixture of isomers) | -6 | · | · | 2 | 0.9 | · | 3 | ·
CCN(c1ccc(OC)cc1)S(=O)(=O)c1cc(-c2cc(C)no2)ccc1C(C)C | -15 | 3 | -3 | -1 | · | · | -3 | ·
C[C@@H]1CN([C@H](C)CO)C(=O)c2cc(NC(=O)CCCN(C)C)ccc2O[C@@H](C)CCCCO[C@@H]1CN(C)S(C)(=O)=O | -4 | -3 | 1 | 0 | -0.2 | 2 | -4 | 2
C[C@H](CO)N1C[C@H](C)[C@@H](CN(C)Cc2ccc(C(=O)Nc3ccccc3N)cc2)Oc2ccc(NC(=O)c3ccncc3)cc2C1=O | -14 | · | · | 2 | 0.2 | · | -3 | ·
O=C(Nc1ccc(Br)cn1)c1cccc(-c2cc3ccccc3oc2=O)c1 | -4 | 1 | · | -2 | · | 2 | 1 | -8
NC(N)=N/N=C(\N=Nc1ccccc1)c1ccc(Cl)cc1 | 74* | 26 | 37 | 11 | -0.3 | · | -1 | ·
CC(C)CN1CCC1(C)C(=O)Nc1cc(-c2ccccc2)nn1C (stereo unspecified) | -1 | · | 4 | 3 | 6.0 | -2 | -5 | -5
O=c1cc(N2CCc3ccccc32)[nH]c(=O)n1-c1ccccc1 | · | -1 | -15 | · | · | -1 | · | 4
